PME-1 primary – PME-1 inhibitors via competitive probe labeling, primary screen, biochemical, fluorescence polarization, FP-Rh probe, HTS; recombinant PME-1; hit rate 0.53% among 320,000; Protein phosphatase methylesterase 1 (Homo sapiens), Q9Y570; inhibition, % at 5.9 µM;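 active = inhibition above the campaign mean of all compounds plus 3 SD, cut at about 26% in these data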;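 also: competitive labeling of PME-1 active site by serine hydrolase directed probe; 0% = PME-1 with DMSO and 100% = wells lacking PME-1 enzyme; inhibitors block probe labeling so polarization falls and inhibition rises; many of its hits are not listed in these tables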
Fam108B counter – mouse Fam108B serine hydrolase inhibitors, primary screen, counter-screen for RBBP9 inhibitor project, biochemical, fluorescence polarization; AID 1947, 2009; hit rate 0.33% among 300,000; inhibition, % at 9.51 µM; recombinant Fam108B, FP-Rh probe fluorescence polarization;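 active = inhibition above the screen mean inhibition plus 3 SD, computed separately per campaign, cut at about 18% in these data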;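 also: inhibitors lower polarization as less probe binds the enzyme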
Efflux pump mplx – inhibitors of Candida efflux pumps in yeast, primary screen, S. cerevisiae, Nile Red, multiplex; hit rate 0.44% among 330,000; inhibition, % at 10 µM; S. cerevisiae Candida pump triplex;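 active = plate passing quality check with inhibition over a set limit, or well fluorescence over plate mean plus 4 SD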;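 also: Nile Red retained in pooled yeast measured as flow cytometry median fluorescence; 0% = buffer negative control and 100% = Enniatin B positive control; higher means more Nile Red kept so more efflux inhibition; some compounds called inactive have numbers as strong as hits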
MEX-5 binding – MEX-5 zinc finger RNA-binding disruptors – biochemical, C. elegans, fluorescence polarization, MLPCN library, primary screen; Zinc finger protein mex-5 (Caenorhabditis elegans), Q9XUB2; activity score (negative = inhibition of binding), % at 10 µM; MEX-5/FITC-TCR2 RNA binding; active compounds read low; hit rate 0.38% among 300,000;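 active = inhibition past about -25% in most replicates, and total fluorescence under double the plate's negative control median, limit read from the data; inconclusive = replicates evenly split on the limit, or fluorescence at least double controls; inactive = too little inhibition in most replicates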;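 also: 0% = DMSO and -100% = 5 µM competing unlabeled TCR2 RNA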
Target sequence (Q9XUB2 whole entry, looked up): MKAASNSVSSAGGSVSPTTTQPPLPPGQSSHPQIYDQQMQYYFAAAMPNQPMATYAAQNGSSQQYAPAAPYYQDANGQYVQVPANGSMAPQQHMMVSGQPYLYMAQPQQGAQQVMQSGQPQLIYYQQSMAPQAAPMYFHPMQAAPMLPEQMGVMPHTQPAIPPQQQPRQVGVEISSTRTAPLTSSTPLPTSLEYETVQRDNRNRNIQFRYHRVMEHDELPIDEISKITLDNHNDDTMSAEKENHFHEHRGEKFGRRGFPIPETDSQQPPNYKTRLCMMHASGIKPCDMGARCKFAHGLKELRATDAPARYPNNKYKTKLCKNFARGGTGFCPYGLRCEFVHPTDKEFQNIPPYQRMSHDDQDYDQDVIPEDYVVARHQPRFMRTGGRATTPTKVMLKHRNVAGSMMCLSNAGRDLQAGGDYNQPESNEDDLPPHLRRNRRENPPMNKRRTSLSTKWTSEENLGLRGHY
Bcl-xL primary – inhibitors of human Bcl-xL, primary screen, biochemical, fluorescence polarization, HTS; Bcl-2-like protein 1 (Homo sapiens), Q07817; GST-Bcl-xL / FITC-Bim BH3 peptide fluorescence polarization; inhibition, % at 10.9 µM; hit rate 0.7% among 320,000; AID 2129, 2009;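 active = inhibition above the mean of all tested compounds plus 3 SD, cutoff set per campaign, cut at about 30% in these data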;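 also: 0% = DMSO wells and 100% = unlabeled Bim-BH3 peptide competitor; inhibitors lower millipolarization by displacing the labeled peptide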
Target sequence (Q07817 whole entry, looked up): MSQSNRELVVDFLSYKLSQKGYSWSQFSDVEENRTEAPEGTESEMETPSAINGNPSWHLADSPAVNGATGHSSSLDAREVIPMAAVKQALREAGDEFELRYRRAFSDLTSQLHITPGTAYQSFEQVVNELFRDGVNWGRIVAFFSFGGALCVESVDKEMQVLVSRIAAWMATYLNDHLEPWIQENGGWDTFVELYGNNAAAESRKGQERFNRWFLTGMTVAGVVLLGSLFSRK
GRK2 inh – compounds blocking aptamer binding on GRK2 – biochemical, human GRK2, bead flow cytometry, HTS, primary screen. FAM-aptamer displacement from GRK2. inhibition of aptamer binding, % at 10 µM. hit rate 0.59% among 330,000;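 active = inhibition of aptamer binding above 40%, roughly 3 SD of noise, on plates passing a quality check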;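 also: median bead fluorescence of bound FAM aptamer so fluorescent compounds give negative values; no value below 0 was filed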
VLA-4 inh – inhibition in human VLA-4 binding assay, primary screen, VLA-4 allosteric modulator project, MLPCN library, flow cytometry, VLA-4 expressing cells | Integrin alpha-4 (Homo sapiens), P13612 | AID 2557, 2010 | hit rate 0.2% among 330,000 | ligand binding flow cytometry | inhibition, % (about 7 µM as worked out from the volumes in the protocol); in the data active = inhibition above about 50%
GLD-1 TGE inh – GLD-1/TGE RNA complex disruptors, primary screen, biochemical, fluorescence polarization; purified GLD-1 + fluorescein TGE RNA; AID 2280, 2010; Female germline-specific tumor suppressor gld-1 (Caenorhabditis elegans), Q17339; inhibition, % at 5.96 µM; hit rate 0.44% among 320,000;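 active = percent inhibition above a per-plate cutoff, the plate mean of test compounds plus 3 SD, cut at about 30% in these data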;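 also: 0% = DMSO wells with GLD-1 and probe and 100% = wells lacking GLD-1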
MCL1-BIM inh – inhibitors of MCL1 binding to BIM-BH3, primary screen, biochemical, fluorescence polarization; GST-MCL1 / FITC-Bim-BH3 fluorescence polarization; inhibition, % at 10.9 µM; hit rate 0.68% among 320,000; AID 2057, 2009;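 active = inhibition above the mean inhibition of all tested compounds plus 3 SD, set per campaign, cut at about 40% in these data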;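 also: 0% = DMSO wells and 100% = unlabeled Bim-BH3 peptide control; higher means more loss of mP so more displacement of Bim peptide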
Target sequence (Q07820 whole entry, looked up): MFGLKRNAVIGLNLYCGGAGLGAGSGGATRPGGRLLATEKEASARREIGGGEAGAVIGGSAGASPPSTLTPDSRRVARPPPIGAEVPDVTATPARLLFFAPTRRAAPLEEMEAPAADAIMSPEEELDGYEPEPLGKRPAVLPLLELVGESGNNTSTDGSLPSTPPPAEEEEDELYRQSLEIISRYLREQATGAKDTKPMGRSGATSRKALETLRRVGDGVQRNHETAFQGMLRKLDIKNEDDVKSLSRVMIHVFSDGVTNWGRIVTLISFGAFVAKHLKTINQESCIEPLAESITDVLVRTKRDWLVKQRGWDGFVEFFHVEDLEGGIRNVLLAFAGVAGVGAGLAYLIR
* = called active by the depositor; u = inconclusive; x = no result given.

SMILES	PME-1 primary	Fam108B counter	Efflux pump mplx	MEX-5 binding	Bcl-xL primary	GRK2 inh	VLA-4 inh	GLD-1 TGE inh	MCL1-BIM inh
O=C(NCc1ccc(Cl)cc1)C1CCN(S(=O)(=O)c2cccnc2)CC1	-2.9	-0.4	0.0	-1.8	9.5	0.0	-5.9	9.8	10.2
CC(C)CNC(=O)C(=O)NNC(=O)c1ccco1	1.1	-0.6	-0.2	-7.1	3.0	0.0	5.2	6.0	4.2
CCN(CC(=O)Nc1c(F)cccc1F)C(=O)/C=C/c1ccc(C)cc1	3.5	x	0.0	x	6.4	5.0	43.8	1.7	6.0
O=C(Cc1ccccc1)Nc1scc(-c2ccccc2)c1C(=O)N1CCOCC1	-6.5	0.4	0.2	0.6	-0.7	0.0	13.2	-0.7	-17.1
O=C(Nc1ccc(-c2nc3cc(Cl)ccc3c(=O)o2)cc1)c1ccco1	-5.8	-5.2	-0.2	x	0.3	0.0	-8.2	6.6	0.1
CN1CC(=O)N(CC(=O)Nc2ccc(Cl)c(C(F)(F)F)c2)C1=O	-8.2	1.1	-0.2	-1.1	0.2	0.0	-19.8	1.9	-1.0
Cc1ccc(-c2nnc(Nc3ccc(C(=O)N(C)C)cc3)c3ccccc23)cc1S(=O)(=O)NC(C)(C)CO	-2.3	-0.5	-0.3	1.4	-1.2	3.0	-0.6	0.8	1.0
O=C(COc1ccc(Cl)cc1Cl)NN=C1c2ccccc2-c2ccccc21	5.1	1.6	0.0	0.2	-1.1	0.0	11.4	-3.2	-9.3
COc1ccc(C(=O)N2CCN(c3c(C)cccc3C)CC2)cc1OC	2.1	1.9	0.2	-1.3	14.9	3.0	-8.1	4.8	17.1
CCc1nnc(NS(=O)(=O)c2ccc(NC(=O)c3ccccc3)cc2)s1	-2.2	1.7	-0.1	4.4	4.8	4.0	-1.6	3.6	-2.6
Cc1cc(NC(=O)c2ccccc2)nc2c1c(=O)oc1ccccc12	-5.0	-1.2	0.2	0.5	7.0	0.0	0.0	-3.8	8.8
Cc1ccc(C(C(=O)NCc2ccc(F)cc2)N(C(=O)c2csnn2)C2CC2)o1 (stereo not given)	-1.9	-2.5	0.0	-0.3	0.0	1.0	44.1	8.9	-0.8
Cc1ccc(O)c(-c2[nH]ncc2C(=O)c2ccc(Br)cc2)c1	-10.1	-1.9	0.2	-2.3	4.3	0.0	15.5	-1.5	5.5
Cc1cc(C)c2c(=O)[nH]c(=O)n(Cc3ccccc3)c2n1	-1.5	3.0	0.0	u	3.5	6.0	7.2	4.0	-3.2
COc1cc(C#N)ccc1OC(=O)C1CCN(C(=O)c2ccc(F)cc2)CC1	0.8	4.2	0.0	0.5	-0.2	2.0	-7.0	-2.2	-10.5
Cc1nonc1C1CCCN1C(=O)c1cc(COc2ccc(F)cc2F)on1 (stereo not given)	4.7	2.9	-0.2	2.3	0.9	1.0	-2.4	5.6	1.6
O=C(O)CSCC(=O)NCc1ccc(Cl)cc1	3.9	-1.4	-0.2	1.5	2.6	1.0	-24.1	2.3	-2.9
CCOc1ccc(C(O)Cc2nc3ccccc3n2C)cc1 (stereo not given)	3.3	1.4	0.0	-0.4	2.1	2.0	-15.3	7.0	3.5
Fc1ccc2[nH]c3c(c2c1)CN(C(=S)NCc1ccccc1)CC3	-1.4	2.3	0.1	-3.3	4.4	1.0	8.8	6.4	12.2
O=C(Nc1ccccc1OC(F)F)c1oc2ccccc2c1COc1ccccc1	1.3	-7.5	0.2	-0.4	1.6	1.0	0.9	2.7	-2.9
CC(C)C(O)(C#CCN1CCCC1)c1ccccc1 (stereo not given)	-2.1	-5.3	0.1	x	7.1	1.0	-399.6	-5.6	-1.2
Oc1c(CN2CCCC2)cc(COCc2ccccc2)c2cccnc12	x	x	-0.2	x	x	0.0	8.1	5.6	x
CC(C)CCNC(=O)/C=C/c1ccc(Br)cc1	-6.4	-2.3	0.2	-1.8	0.7	0.0	10.5	8.8	-5.8
COc1cccc(-n2c(SCC(=O)Nc3cc(C)on3)nc3c([nH]c4ccccc43)c2=O)c1	1.4	-4.2	0.0	1.1	1.2	0.0	13.8	6.7	0.5
C[N+]1(CC(=O)Nc2ccc(F)cc2)CCN(C(=O)c2ccco2)CC1	-0.6	3.7	1.3	0.5	-13.4	0.0	3.8	3.2	-25.9
COc1cc(C(=O)NCC2CCCCC2)ccc1OCc1c(C)noc1C	-1.3	x	0.0	x	-1.2	7.0	16.9	-0.5	-6.5
CCC(NS(=O)(=O)c1ccc(C)cc1)C(=O)N1CCC2(O)CCCCC2C1 (stereo not given)	3.4	-0.4	-0.1	1.8	1.4	0.0	15.8	7.0	9.2
O=C(Nc1ccc(SC(F)F)cc1)C1CC(=O)N(Cc2ccccc2)C1 (stereo not given)	-1.2	-5.2	1.9	3.4	-1.8	3.0	-8.8	-0.9	-18.1
CCCCC(CC)C(=O)Oc1ccc(O)c(C(C)(C)C)c1 (stereo not given)	-2.7	-0.1	-0.2	-1.8	0.6	0.0	2.2	7.3	2.9
N#Cc1c(NC(=O)CSc2nc(-c3ccccc3)cc(C(F)(F)F)n2)sc2c1CCC2	-4.8	0.2	0.2	2.8	-1.9	1.0	11.7	2.7	-0.3
CC(=O)NCC(=O)OCC(=O)Nc1ccc(C(C)=O)cc1	0.4	3.9	0.0	-5.5	5.6	0.0	-6.3	5.6	-0.5
Cc1cc(C(=O)OCC(=O)c2cccc([N+](=O)[O-])c2)c2cccc(C)c2n1	1.1	10.1	0.3	2.5	6.3	0.0	11.2	-7.9	6.0
CC1=C(c2ccccc2)CCC1=O	4.0	1.2	0.1	-3.8	-0.9	0.0	20.4	-0.3	-7.8
O=C(O)CCCn1nc(-c2ccccc2)c2ccccc21	-0.8	-6.9	0.0	-0.7	7.2	1.0	0.9	4.1	-1.1
CC12CC3(C)CC(C)(C1)CC(C(=O)NC(=S)NC(C)(C)C)(C2)C3	-2.3	-0.3	0.2	1.0	1.2	10.0	4.5	6.6	13.0
Cc1sc2cc3c(c(C(=O)c4ccccc4)[n+]2c1C)-c1cccc2cccc-3c12	-3.2	-6.7	0.1	0.9	10.7	35.0	-5.3	2.4	4.3
COC(=O)c1ccccc1NC(=O)CSc1nc(O)c(-c2ccccc2)c(=O)[nH]1	-0.4	4.3	-0.1	-1.0	5.9	4.0	-0.8	-2.0	12.6
O=C(Nc1ccc2[nH]c(=O)[nH]c2c1)c1ccc(Cl)c(Cl)c1	0.3	-5.6	0.3	0.5	4.1	0.0	-0.1	1.8	-0.5
CC(C)NC(=O)NC(=O)COC(=O)c1ccc(S(=O)(=O)NCc2ccco2)cc1	1.6	x	0.0	x	0.8	4.0	-5.2	10.2	-0.7
COc1ccccc1NS(=O)(=O)c1ccc(C(=O)NCC(c2cccs2)N2CCOCC2)cc1 (stereo not given)	x	x	-0.3	x	x	1.0	-7.9	3.1	x
Cc1ccc(C(=O)N/N=C\c2sccc2C)cn1	-0.1	4.5	-0.3	-0.6	4.2	2.0	17.8	2.7	-1.3
CS(=O)(=O)C1=NSC2=NC(=O)/C(=C\c3ccc(OC(=O)c4ccco4)c(Br)c3)C(=N)N21	-9.4	2.8	0.2	0.5	-4.7	1.0	8.3	-3.7	-4.0
CC(C)Oc1ccc(N2CC(C(=O)NC3=NCCS3)CC2=O)cc1 (stereo not given)	5.3	2.7	-0.3	1.5	2.0	0.0	34.9	4.9	3.4
CC(=O)Nc1ccc(NS(=O)(=O)c2cc(Cl)ccc2Cl)cc1	-3.5	-0.1	0.1	3.1	0.5	2.0	-5.1	2.2	5.5
NC(=O)c1c(NC(=O)c2cccc(N3C(=O)CCC3=O)c2)sc2c1CCCCC2	3.0	-1.3	-0.1	-1.7	8.0	3.0	7.1	6.0	9.8
Nc1ccccc1SCC(=O)Nc1ccc2c(c1)OCCO2	2.6	-1.1	-0.2	-2.2	0.6	1.0	-0.8	-0.4	9.1
Cc1ccc(C)c(N(CC(=O)N/N=C/c2ccc(-c3ccc([N+](=O)[O-])cc3)o2)S(=O)(=O)c2ccccc2)c1	-1.4	-16.4	0.2	-6.9	-7.8	5.0	-17.9	-3.7	-24.3
CCC(=O)Nc1ccc(S(=O)(=O)Nc2ccccn2)cc1	2.0	-1.7	-0.2	1.6	-2.9	1.0	0.4	3.9	3.2
COc1ccc(Cc2nc(=S)[nH][nH]2)cc1Br	4.8	-5.5	0.0	0.4	3.1	6.0	21.6	4.3	3.8
O=C(CN1C(=O)c2ccccc2C1=O)Nc1cc(C(=O)O)cc(C(=O)O)c1	0.4	5.4	0.0	-0.7	6.5	1.0	12.8	63.8*	7.2
Continuation.
SMILES	PME-1 primary	Fam108B counter	Efflux pump mplx	MEX-5 binding	Bcl-xL primary	GRK2 inh	VLA-4 inh	GLD-1 TGE inh	MCL1-BIM inh
Cc1nnsc1C(=O)N1CCCC(N2CCN(c3ccc(F)cc3)CC2)C1 (stereo not given)	-6.4	1.2	-0.6	1.7	0.1	0.0	12.4	4.0	-9.3
Nn1c(SCC(=O)Nc2ccc(S(N)(=O)=O)cc2)nnc1-c1ccco1	0.0	1.8	-0.1	1.5	3.7	0.0	-7.1	4.6	-2.6
Cc1cc2ncn(C(=O)N3CCCCCC3)c2cc1C	2.0	0.3	-0.2	-0.7	-1.0	1.0	5.0	1.0	2.1
COc1ccc(-c2noc(CCC(=O)NCCc3ccccc3)n2)cc1	-2.9	8.5	0.0	0.3	1.3	0.0	-14.1	-0.5	2.7
O=C(CC1(O)C(=O)Nc2ccccc21)c1cccc(-n2cccc2)c1 (stereo not given)	3.3	-2.6	0.0	-0.9	11.2	0.0	8.1	4.8	1.0
COCC(C)n1c(C)cc(C(=O)CSc2nc3ccccc3c(=O)[nH]2)c1C (stereo not given)	5.5	-0.7	0.1	-6.9	3.8	3.0	-77.9	3.5	6.3
COC(=O)c1sc(S(=O)(=O)Nc2ccc(C)cc2)c(C(=O)OC)c1C	2.3	-2.7	-0.1	-1.1	5.9	0.0	4.3	-0.7	-1.3
COc1cccc(N2CCN(C(=O)c3ccc(CS(=O)c4ccccc4C)o3)CC2)c1 (stereo not given)	-1.1	3.3	-0.1	-2.4	2.9	0.0	19.2	-1.9	-2.3
COc1ccccc1OCC(=O)NNC(=O)C(=O)N1CCCC1	-5.2	-8.5	0.0	-1.9	7.1	1.0	2.3	0.9	11.6
O=C(c1ccco1)n1nc(NCc2ccccc2)nc1NCc1ccccc1	3.3	-1.7	0.0	1.4	6.2	4.0	2.1	1.2	2.9
Cc1ccc(NC(=O)c2cc(NC(=O)C3CC=CCC3C(=O)O)ccc2N2CCOCC2)cc1 (stereo not given)	-3.5	5.3	0.2	-3.0	3.1	0.0	6.8	-2.4	7.5

Screens as filed in PubChem.

Only part of the results is shown, so the mix of outcomes need not match the whole.
